STK33 inh: blocks human STK33 kinase activity; ADP-Glo luminescence, MBP substrate; inhibition, % at 12.5 µM; Q9BYT3; 0.44% of 27,000 active; in the data active = inhibition above about 20%
Target sequence (Q9BYT3 whole entry, looked up): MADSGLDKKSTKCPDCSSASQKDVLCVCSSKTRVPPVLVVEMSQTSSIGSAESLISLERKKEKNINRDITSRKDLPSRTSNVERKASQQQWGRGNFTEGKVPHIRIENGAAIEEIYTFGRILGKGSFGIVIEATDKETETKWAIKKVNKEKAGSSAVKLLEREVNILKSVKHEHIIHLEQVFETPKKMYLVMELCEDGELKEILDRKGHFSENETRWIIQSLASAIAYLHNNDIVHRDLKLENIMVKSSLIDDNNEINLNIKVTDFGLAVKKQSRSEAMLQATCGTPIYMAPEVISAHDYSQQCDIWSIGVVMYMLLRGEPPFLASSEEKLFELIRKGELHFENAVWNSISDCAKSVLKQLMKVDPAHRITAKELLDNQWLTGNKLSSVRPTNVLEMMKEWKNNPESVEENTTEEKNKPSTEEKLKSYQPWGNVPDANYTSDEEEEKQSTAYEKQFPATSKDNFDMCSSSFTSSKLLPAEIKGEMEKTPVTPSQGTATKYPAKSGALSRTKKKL
mut p53 react: mutant p53 pathway reactivation; SW480 PUMA-promoter luciferase; activation, % at 9.98 µM; 1.5% of 28,000 active; AID 624151; in the data active = activation above about 52%
An asterisk follows results filed as active; . = not tested or not shown. Not all compounds are listed (hit frequency here may not be typical).

SMILES	STK33 inh	mut p53 react
C[C@H]1CN([C@@H](C)CO)C(=O)c2cc(NC(=O)Nc3ccc(F)cc3)ccc2O[C@H]1CN(C)Cc1ccc(C(F)(F)F)cc1	-1	.
C[C@H]1CN([C@@H](C)CO)C(=O)Cc2cc(NS(C)(=O)=O)ccc2O[C@@H]1CN(C)S(=O)(=O)c1cccs1	4	2
Cc1ccc2nc(-c3ccc(NC(=O)CN4CCN(C(=O)C5CCCO5)CC4)cc3)sc2c1 (configuration not stated)	13	26
C[C@@H]1CN([C@H](C)CO)S(=O)(=O)c2ccc(C#C[C@@H](C)O)cc2O[C@H]1CN(C)CC1CCCC1	.	-4
COc1ccc(C)cc1S(=O)(=O)N(C)CC(=O)NC1CCCC1	-3	-10
COc1ccc(C(=O)CSc2n[nH]c(-c3ccc(C)cc3)n2)cc1	-1	21
CN1CCN(C(=O)C[C@H]2C[C@H]3c4cc(NC(=O)c5ccc6c(c5)OCO6)ccc4O[C@H]3[C@@H](CO)O2)CC1	.	13
C[C@@H]1CN([C@H](C)CO)C(=O)CCCn2nncc2CO[C@H]1CN(C)Cc1ccc(-c2ccccc2)cc1	-1	.
C[C@H]1CN([C@@H](C)CO)C(=O)c2cccc(NS(=O)(=O)c3ccc(F)cc3)c2O[C@@H]1CN(C)C(=O)NC1CCCCC1	.	-6
CS(=O)(=O)N(CC(=O)Nc1cc(C(F)(F)F)ccc1Cl)c1ccccc1Br	0	-14
C=CCN1C(=O)[C@]2(O[C@H](CCO)[C@@H]([Si](C)(C)c3ccc(OC)cc3)[C@@H]2C)c2ccccc21	11	.
C[C@H]1CN([C@@H](C)CO)C(=O)c2cc(C3=CCCCC3)cnc2O[C@@H]1CN(C)C(=O)CN1CCOCC1	.	0
Cn1c(=O)c2c(ncn2CC(O)CNc2ccc(Cl)cc2)n(C)c1=O (configuration not stated)	-2	-6
C[C@@H]1CCCCO[C@H](CN(C)Cc2ccccc2)[C@H](C)CN([C@@H](C)CO)C(=O)c2cc(NC(=O)CCC(F)(F)F)ccc2O1	.	-5
C[C@H](CO)N1C[C@H](C)[C@@H](CN(C)Cc2ccccc2F)Oc2cc(C3=CCCC3)ccc2S1(=O)=O	.	-41
C[C@H]1CN([C@@H](C)CO)C(=O)CCCn2nncc2CO[C@H]1CN(C)C(=O)Nc1ccccc1F	1	8
C[C@@H]1CN([C@@H](C)CO)C(=O)c2cccc(NC(=O)c3nc4ccccc4s3)c2O[C@@H]1CN(C)C(=O)Nc1ccccc1	.	7
C[C@@H]1CN([C@@H](C)CO)C(=O)c2cc(NC(=O)Nc3ccc4c(c3)OCO4)ccc2O[C@H]1CN(C)S(=O)(=O)c1cccs1	-1	-22
CCOC(=O)c1c(NC(=O)Cn2c(=O)oc3ccccc32)sc(C(C)=O)c1C	0	-8
COc1ccc(NC(=O)Nc2ccc3c(c2)C(=O)N([C@@H](C)CO)C[C@@H](C)[C@H](CN(C)S(=O)(=O)c2ccc(C)cc2)O3)cc1	2	.
Cc1cc(C(=O)Nc2cccc3c2O[C@H](CN(C)S(=O)(=O)c2ccccc2)[C@H](C)CN([C@H](C)CO)C3=O)n(C)n1	0	.
Cc1ccc(S(=O)(=O)NCC(=O)Nc2ccc(C(F)(F)F)cc2)cc1	-7	-10
C[C@H]1CN([C@@H](C)CO)C(=O)c2cc(NC(=O)Nc3ccc(C(F)(F)F)cc3)ccc2O[C@H]1CN(C)S(=O)(=O)c1ccc(Cl)cc1	-4	.
C[C@@H]1CN([C@H](C)CO)C(=O)Cc2cc(NC(=O)Cn3cnnn3)ccc2O[C@@H]1CN(C)C(=O)NC1CCCCC1	-5	-3
C[C@@H]1CCCCO[C@H](CN(C)C(=O)Nc2ccc(C(F)(F)F)cc2)[C@@H](C)CN([C@H](C)CO)C(=O)c2cc(NC(=O)Nc3cccc4ccccc34)ccc2O1	2	.
C[C@@H]1CN([C@H](C)CO)C(=O)Cc2cc(NC(=O)Nc3ccc(C(F)(F)F)cc3)ccc2O[C@H]1CN(C)C(=O)Nc1ccc(F)cc1	.	-18
CC(C)NC(=O)Nc1ccc2c(c1)C(=O)N([C@@H](C)CO)C[C@H](C)[C@H](CN(C)C(=O)C1CCCCC1)OCCCC[C@@H](C)O2	.	15
COc1ccc(C(=O)CSc2nnc(-c3ccccc3Cl)n2-c2ccccc2)cc1	-5	-4
COc1cccc(-c2cnc3c(c2)C(=O)N([C@H](C)CO)C[C@H](C)[C@H](CN(C)CC2CCOCC2)O3)c1	.	11
C=CC1=C(C(=O)O)N2C(=O)[C@@H](NC(=O)/C(=N\OCC(=O)O)c3csc(N)n3)[C@H]2SC1	-14	7
C[C@H]1CN([C@@H](C)CO)C(=O)c2cc(NC(=O)CCCN(C)C)ccc2O[C@H]1CN(C)Cc1ccc(C(F)(F)F)cc1	1	.
O=C(/C=C/c1ccc(O)c(O)c1)c1ccc(O)cc1O	.	4
Cc1ccc(SCC(=O)Nc2ccccc2C(=O)N2CCOCC2)cc1	-5	-12
CC(C)S(=O)(=O)c1csc(C(=O)NN)c1Cl	2	.
C[C@@H]1CN([C@H](C)CO)C(=O)c2cc(C3=CCCC3)cnc2O[C@H]1CN(C)Cc1ccccc1F	.	8
COc1ccc(CCCn2ncc3c2nc(N)n2nc(-c4ccco4)nc32)cc1	.	34
CC(=O)CSc1ncnc2scc(-c3ccc(F)cc3)c12	5	0
Cc1ccc(NC(=O)c2ccc(OC(C)C(=O)Nc3ccccc3)cc2)cc1 (configuration not stated)	-3	-1
C[C@@H]1CN([C@H](C)CO)C(=O)Cc2cc(NC(=O)Cn3cnnn3)ccc2O[C@@H]1CN(C)Cc1ccncc1	-2	.
CCCC#Cc1cnc2c(c1)C(=O)N([C@@H](C)CO)C[C@@H](C)[C@H](CN(C)C(=O)Cc1ccccc1)O2	.	1

Overlap with the part before: two compounds, followed by the next part.
SMILES	STK33 inh	mut p53 react
C[C@@H]1CN([C@H](C)CO)C(=O)Cc2cc(NC(=O)Cn3cnnn3)ccc2O[C@@H]1CN(C)Cc1ccncc1	-2	.
CCCC#Cc1cnc2c(c1)C(=O)N([C@@H](C)CO)C[C@@H](C)[C@H](CN(C)C(=O)Cc1ccccc1)O2	.	1
O=C(O)C1=C[C@H](c2ccc3c(c2)Cc2ccccc2-3)C[C@H](OCCCCO)O1	-2	.
O=C(O)C1C2C=CC(C2)C1C(=O)Nc1ccc(C(=O)N2CCCCC2)c(Cl)c1 (configuration not stated)	0	-2
COc1cc(NC(=O)C2C3C=CC(C3)C2C(=O)O)ccc1NC(=O)c1ccccc1 (configuration not stated)	2	2
C[C@H](CO)N1C[C@H](C)[C@H](CN(C)S(=O)(=O)c2ccccc2)Oc2ccc(NC(=O)Nc3ccc(F)cc3)cc2CC1=O	0	.
O=C(CSc1nnc(-c2cccc(F)c2)n1-c1ccccc1)Nc1ccc(F)cc1	2	6
C[C@H](CO)N1C[C@H](C)[C@H](CN(C)S(=O)(=O)c2ccc(C#N)cc2)Oc2ncc(/C=C/c3ccccc3)cc2C1=O	1	.
C[C@@H]1CN([C@H](C)CO)C(=O)Cc2cc(NC(=O)Cc3ccccc3)ccc2O[C@H]1CN(C)CC1CCCCC1	1	.
C[C@@H]1CN([C@H](C)CO)C(=O)Cc2cc(NS(C)(=O)=O)ccc2O[C@@H]1CN(C)Cc1ccc(Oc2ccccc2)cc1	-2	.
Cc1cc(S(=O)(=O)NCc2cccnc2)ccc1F	-1	1
Cn1c(SCC(=O)Nc2ccc(F)cc2)nnc1-c1cccnc1	-7	4
COc1c(O)cc(-c2oc3cc(O)cc(O)c3c(=O)c2O[C@@H]2O[C@@H](C)[C@H](OC(C)=O)[C@@H](O)[C@H]2O)cc1O	2	.
Cc1ccccc1-c1cnc2c(c1)C(=O)N([C@@H](C)CO)C[C@H](C)[C@H](CN(C)C(=O)c1ccncc1)O2	.	3
NC(=O)C1CCN(C(=O)CSc2nc3ccccc3s2)CC1	-4	3
C[C@H]1CN([C@@H](C)CO)C(=O)c2cc(NS(=O)(=O)c3ccccc3)ccc2O[C@@H]1CN(C)C(=O)NC1CCCCC1	.	1
O=C(NCc1cccnc1)c1cc(-c2ccccc2)on1	7	43
CC(=O)c1ccc(NC(=O)CN(C)S(=O)(=O)c2ccc(Cl)cc2)cc1	0	0
COc1ccc(S(=O)(=O)N(C)C[C@@H]2Oc3ccc(NC(=O)Nc4ccccc4)cc3CC(=O)N([C@H](C)CO)C[C@@H]2C)cc1	0	.
Cc1cc(C)c2oc(-c3cccc(NC(=O)COc4ccc(Cl)cc4)c3C)nc2c1	3	-14
C[C@@H]1CN([C@H](C)CO)C(=O)c2cccc(NS(C)(=O)=O)c2O[C@@H]1CN(C)C(=O)Nc1cccc2ccccc12	.	-9
COc1ccc(S(=O)(=O)Nc2ccc3c(c2)C(=O)N([C@@H](C)CO)C[C@@H](C)[C@H](CN(C)Cc2ccccc2)O3)cc1	6	.

One compound at a time, from the list above. Order of values: STK33 inh	mut p53 react
`Cc1cc(S(=O)(=O)NCc2cccnc2)ccc1F` as listed: -1	1
`Cc1cc(C)c2oc(-c3cccc(NC(=O)COc4ccc(Cl)cc4)c3C)nc2c1` as listed: 3	-14
`Cn1c(SCC(=O)Nc2ccc(F)cc2)nnc1-c1cccnc1` as listed: -7	4
`COc1c(O)cc(-c2oc3cc(O)cc(O)c3c(=O)c2O[C@@H]2O[C@@H](C)[C@H](OC(C)=O)[C@@H](O)[C@H]2O)cc1O` as listed: 2	.
`C[C@@H]1CN([C@H](C)CO)C(=O)Cc2cc(NC(=O)Cc3ccccc3)ccc2O[C@H]1CN(C)CC1CCCCC1` as listed: 1	.

An excerpt of these results, in markdown.
| SMILES | STK33 inh | mut p53 react |
| --- | --- | --- |
| C[C@H]1CN([C@@H](C)CO)C(=O)c2cc(NS(=O)(=O)c3ccccc3)ccc2O[C@@H]1CN(C)C(=O)NC1CCCCC1 | . | 1 |
| Cc1cc(S(=O)(=O)NCc2cccnc2)ccc1F | -1 | 1 |

(listing goes on)
SMILES	STK33 inh	mut p53 react
C[C@@H]1CN([C@@H](C)CO)C(=O)c2cc(NC(=O)C3CC3)ccc2O[C@H]1CN(C)S(=O)(=O)c1ccccc1	-1	.
C[C@@H]1CN([C@H](C)CO)C(=O)Cc2cc(NS(=O)(=O)c3cn(C)cn3)ccc2O[C@H]1CN(C)Cc1ccccc1	.	11
CC(C(=O)Nc1ccccc1Cl)N(c1ccccc1)S(C)(=O)=O (configuration not stated)	-2	16
CCn1c(SCC(=O)Nc2ccc(OC)c(Cl)c2)nnc1-c1ccccc1O	-3	25
C[C@@H]1CCCCO[C@@H](CN(C)S(=O)(=O)c2ccccc2)[C@@H](C)CN([C@H](C)CO)C(=O)c2cc(NC(=O)Nc3cccc4ccccc34)ccc2O1	5	.
CCOC(=O)c1sc2ncn(CC(=O)Nc3cccc(Br)c3)c(=O)c2c1C	-2	-13
COc1ccc(C#Cc2ccc3c(c2)[C@]2(C(=O)N3)[C@H](c3ccc(OCCO)cc3)N3[C@H](c4ccccc4)[C@H](c4ccccc4)OC(=O)[C@H]3[C@@H]2C(=O)N2CCc3cc(OC)c(OC)cc3C2)cc1	11	.
NC(=O)COc1ccc(NC(=O)c2cncc(Br)c2)cc1	2	9
CNC[C@H]1Oc2c(NC(=O)c3cc(C)nn3C)cccc2C(=O)N([C@@H](C)CO)C[C@@H]1C	.	5
O=C(CSc1nnc2ccc3ccccc3n12)Nc1ccc2c(c1)OCCO2	1	65*
CS(=O)(=O)N(CC(=O)NC1CCCC1)c1ccc(Cl)cc1	-2	-1
C[C@H](CO)N1C[C@H](C)[C@H](CN(C)C(=O)NC2CCCCC2)Oc2ccc(NS(=O)(=O)c3ccc(F)cc3)cc2C1=O	1	.
NC(=O)[C@@H]1[C@H]2C(=O)O[C@H](c3ccccc3)[C@H](c3ccccc3)N2[C@H](c2ccc(O)cc2)[C@@]12C(=O)Nc1ccc(C#CC3=CCCCC3)cc12	5	.
COc1ccc(N2CCN(C(=O)CCNS(=O)(=O)c3ccc(Br)s3)CC2)cc1	.	-6
O=C(Nc1cccc([N+](=O)[O-])c1)Nc1nn(Cc2c(F)cccc2Cl)cc1Br	7	-26
C[C@@H]1CN([C@@H](C)CO)C(=O)c2cc(NC(=O)Nc3ccccc3)ccc2O[C@H]1CN(C)S(=O)(=O)c1cn(C)cn1	-1	.
Cc1ccc(S(=O)(=O)Nc2ccc3c(c2)CC(=O)N([C@H](C)CO)C[C@H](C)[C@H](CN(C)S(=O)(=O)c2ccccc2)O3)cc1	0	.
CNC[C@H]1Oc2c(NS(=O)(=O)c3cn(C)cn3)cccc2C(=O)N([C@@H](C)CO)C[C@H]1C	.	-18
CNC[C@@H]1Oc2ccc(NC(=O)Nc3c(C)noc3C)cc2C(=O)N([C@H](C)CO)C[C@@H]1C	2	.
C[C@@H]1CCCCO[C@@H](CN(C)Cc2ccc(C(=O)O)cc2)[C@@H](C)CN([C@@H](C)CO)C(=O)c2cc(NC(=O)C3CCCCC3)ccc2O1	.	10
CSc1cccc(NC(=O)CSc2nnc(-c3cccc(C)c3)n2-c2ccccc2)c1	4	-24
CC1Oc2c3c(c4c(-c5ccccc5)cc(=O)oc4c2C(=O)C1C)OC(C)(C)C=C3 (configuration not stated)	3	-23
CC(C)C#Cc1ccc2c(c1)O[C@@H](CN(C)C(=O)c1ccccc1)[C@@H](C)CN([C@H](C)CO)S2(=O)=O	.	5
NNC(=O)c1cc(COc2c(Cl)cccc2Cl)on1	.	10
CCCCC/C=C\C/C=C\CCCCCCCC(=O)OCC(O)CO (configuration not stated)	-5	0
C[C@@H]1CN([C@H](C)CO)C(=O)c2cccc(NC(=O)Nc3ccc(F)cc3)c2O[C@H]1CN(C)C(=O)NC1CCCCC1	.	1
CCOc1cc(C)c(Cl)cc1S(=O)(=O)n1nnc2ccccc21	-2	-1
O=C(Cn1cnc2sc(-c3ccccc3)cc2c1=O)NCc1ccco1	5	-21
C[C@H]1CN([C@@H](C)CO)C(=O)c2cccc(NC(=O)Nc3cccc4ccccc34)c2O[C@@H]1CN(C)C(=O)NC1CCCCC1	.	-11

Bioassay records (PubChem)
